# Compound activity (PubChem)
# HCMV inh: qHTS Assay for inhibitors of the human cytomegalovirus (HCMV); 4.5% of 410,000 active; AID 1259415, 2018; HFF cells, HCMV-luciferase reporter, 72 h; hits give low values; activity change, negative = inhibition, % at 57.5 µM; in the data active means activity change below about -60%; inconclusive means no clear call, values can overlap the other calls; inactive means above about -39%
#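 Human foreskin fibroblasts infected with luciferase-reporter HCMV at MOI 1 PFU/cell, compounds at two doses. Luciferase measured 72 h post infection; normalized to buffer-only basal and Salinomycin (10uM) controls.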
# AmpC inh no detg: qHTS Inhibitors of AmpC Beta-Lactamase (assay without detergent); 0.52% of 330,000 active; Potency, µM (highest dose often 57.1 µM), without a hit: at the highest dose activity change, negative = inhibition, actives largely listed as inhibitors; AID 485341, 2010; AmpC nitrocefin hydrolysis, absorbance 480 nm, 0.0001% Triton;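 further: potency means the concentration at half of the fitted maximal effect; plate controls were no compound for no effect and no enzyme for full effect; nearly all actives have a fitted effect of over 20% in size; some results filed as inactive show a strong effect at the top dose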
# Target sequence (P00811 whole entry, looked up): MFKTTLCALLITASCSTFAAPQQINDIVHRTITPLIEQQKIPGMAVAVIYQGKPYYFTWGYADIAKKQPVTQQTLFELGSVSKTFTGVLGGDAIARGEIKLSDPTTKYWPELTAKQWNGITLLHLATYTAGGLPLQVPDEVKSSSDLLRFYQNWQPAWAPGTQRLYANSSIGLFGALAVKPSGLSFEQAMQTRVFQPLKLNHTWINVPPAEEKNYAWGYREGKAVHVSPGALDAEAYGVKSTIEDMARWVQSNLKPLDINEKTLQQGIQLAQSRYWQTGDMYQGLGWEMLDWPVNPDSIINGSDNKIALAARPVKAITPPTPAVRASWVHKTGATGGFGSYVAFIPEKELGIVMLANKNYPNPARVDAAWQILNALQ
#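 20 mM phosphate pH 7.0 + 0.01% (detergent screen) or 0.0001% Triton X-100; 5.3 nM AmpC reagent; cpd preinc 15 min RT; nitrocefin (800 uM stock) to start; A480 q20 s × 4 min; Activity was normalised to no-enzyme and no-compound control wells.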
# Sm TGR block: qHTS Assay for the Inhibitors of Schistosoma Mansoni Peroxiredoxins; 3% of 360,000 active; AID 485364, 2010; Potency, µM (series often up to 114 µM), without a hit: at the highest dose activity change, negative = inhibition, usual class: inhibitors; purified TGR, DTNB reduction, TNB absorbance 405 nm; further: potency means the concentration at half of the fitted maximal effect; nearly all actives have a fitted effect of over 60% in size
#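 First, TGR (20 nM dispensed) and NADPH were mixed with compound. Second, a 15 min room-temperature incubation followed. Third, further NADPH and then DTNB were added to start the reaction. Finally, TNB absorbance was monitored kinetically.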
# AmpC inh detg: qHTS Inhibitors of AmpC Beta-Lactamase (assay with detergent); P00811; AmpC hydrolysis of nitrocefin, absorbance 480 nm, 0.01% Triton; Potency, µM (titrated, usually from 114 µM), inactives show top-dose activity change, negative = inhibition, usual class: inhibitors; 0.041% of 370,000 active; AID 485294, 2010;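 further: potency means the concentration at half of the fitted maximal effect; 0% = no-compound wells and -100% = no-enzyme wells; nearly all actives have a fitted effect of over 25% in size; some results filed as inactive show a strong effect at the top dose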
#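 AmpC (5.3 nM in the dispensed reagent) in 20 mM phosphate pH 7.0 with 0.01% (detergent screen) or 0.0001% Triton X-100 was preincubated with compounds for 15 min at room temperature. Nitrocefin was then added from an 800 uM solution, and hydrolysis was followed at 480 nm.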
# AMA1-RON2 inh: qHTS for Inhibitors of AMA1-RON; Towards Development of Antimalarial Drug Lead: Primary Screen; Plasmodium falciparum AMA1 (3D7) - RON2 peptide interaction; AlphaScreen AMA1-biotinylated RON2 peptide binding; Potency, µM (series often up to 58.2 µM), for the others: at the highest dose activity change, negative = inhibition, hits mostly inhibitors; 0.2% of 360,000 active;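 further: potency means the concentration at half of the fitted maximal effect; 0% = vehicle wells and -100% = peptide control; nearly all actives have a fitted effect of over 45% in size; some results filed as inactive show a strong effect at the top dose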
#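 AMA1 (3D7) with his tag at 25 nM final met compounds first, then biotinylated RON2 peptide at 25 nM; detection used donor plus acceptor beads, 10 µg/mL apiece, read by AlphaScreen after 30 min at room temperature.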
# Giardia FBPA inh: qHTS Assay for Inhibitors of Fructose-1,6-bisphosphate Aldolase from Giardia Lamblia | purified Giardia FBPA | Potency, µM (top dose mostly 59.6 µM), inactives show top-dose activity, negative = inhibition, usual class: inhibitors | 0.71% of 290,000 active | AID 2451, 2010; further: potency means the concentration at half of the fitted maximal effect; nearly all actives have a fitted effect of over 55% in size
# Target sequence (A8B2U2 whole entry, looked up): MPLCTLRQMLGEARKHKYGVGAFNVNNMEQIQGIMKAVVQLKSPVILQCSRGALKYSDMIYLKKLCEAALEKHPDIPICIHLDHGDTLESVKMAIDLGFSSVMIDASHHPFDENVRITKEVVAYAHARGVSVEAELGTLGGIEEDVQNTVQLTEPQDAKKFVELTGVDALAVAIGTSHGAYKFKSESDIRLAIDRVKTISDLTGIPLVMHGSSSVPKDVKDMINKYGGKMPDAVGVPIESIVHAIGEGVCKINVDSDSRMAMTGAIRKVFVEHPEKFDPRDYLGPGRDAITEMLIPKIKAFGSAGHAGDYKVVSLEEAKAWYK
#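 Giardia FBPA (40 nM reagent) was preincubated 10 min at RT with compound (up to 57.5 uM final), then substrate plus GAPDH/TPI/NAD/arsenate coupling system with diaphorase/resazurin was added; resorufin fluorescence (525/598 nm) was read after 20 min.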
# * marks the source's active call; other numbers are inactive results; ? = inconclusive; / = no result given; [ ] = dose if it differs, or a comment. Unless noted, the call rests on the fitted dose curve; in most records, active means well fitted curve in the direction sought with a large enough effect; inconclusive means small, poorly fitted or top-dose-only effect, or another doubt; inactive means no such curve, though single readings can be large; an effect the other way counts as inactive or inconclusive. Unless noted, on the % scale 0 is the no-effect control and ±100 the full control effect.
SMILES,HCMV inh,AmpC inh no detg,Sm TGR block,AmpC inh detg,AMA1-RON2 inh,Giardia FBPA inh
Cc1nn(-c2ccccc2)c2c1C(c1ccc([N+](=O)[O-])cc1)C(C#N)=C(N)O2 (stereo unspecified),-15,-49%,-25%,-4%,-4%,-22%
O=C(CSc1cccc2cccnc12)N/N=C/c1ccc(F)cc1,1,-31%,1%,7%,7%,?
COc1cccc(C(=O)N2CCN(Cc3cn[nH]c3-c3ccc(F)cc3F)CC2)c1,38,53%,-4%,1%,6%,3%
COc1ccc(/C=C/C(=O)NC(=S)N2CCSCC2)cc1,-28,-22%,0%,-2%,46%[activator],-10%
Cc1ccc2nc(NCCNC(=O)c3ccccc3)c(C#N)cc2c1,3,-17%,-7%,-15%,11%,-9%
Clc1cccc(N/N=C/c2ccncc2)c1,103,-32%,-2%,-18%,-18%,-4%
CCn1nccc1C(=O)Nc1cccc(C)c1C,16,-1%,9%,-13%,0%,-1%
COc1cc(NC(=O)c2cnn3c(C(F)F)cc(C4CC4)nc23)c(OC)cc1Cl,3,-9%,5%,?,-7%,-1%
CCOc1ccc(NC(=O)CN(C)C(=O)CC2CC3CCC2C3)cc1OCC (stereo unspecified),-17,82%[activator],?,3%,19%,8%
Cc1ccnc(NC(=O)Nc2cccc(F)c2)n1,15,0%[2.29 µM],-8%,-8%,23%,4%
CCOC(=O)C(NC(=O)c1cccnc1)(Nc1cccc(C)n1)C(F)(F)F (stereo unspecified),12,-18%,6%,?,3%,0%
Cc1nc2ccccc2c(=O)n1NC(=O)Cc1ccc([N+](=O)[O-])cc1,-10,0%,-1%,5%,-2%,5%
Cc1nnc2ccc(-c3ccc(NS(=O)(=O)c4ccc(F)cc4F)cc3)nn12,8,-34%,-2%,-6%,3%,/
O=S(=O)(CCc1nc2ccccc2[nH]1)c1ccc(Cl)cc1,-61*,-16%,5%,-4%,-10%,0%
CCOC(=O)Cc1cc(=O)n2[nH]c(C)cc2n1,63,-18%,7%,-14%,-28%,?
O=c1c2ccccc2c(-c2ccc(O)cc2)nn1-c1cccc(C(F)(F)F)c1,?,18µM*,-6%,2%,-2%,-3%
COCc1ccc(CN2CCCC(C(=O)Nc3ccc(-c4cccc(OC)c4)cc3)C2)o1 (stereo unspecified),?,213%[activator],-2%,-8%,-3%,/
COC(=O)C1CCN(C(=O)COC(=O)c2cc(-c3cccs3)nn2-c2ccccc2)CC1,-21,133%[activator],-2%,?,-1%,/
O=C1C2C3C=CC(C2C(=O)N1c1cccc(O)c1)C1C2C(=O)N(c4cccc(O)c4)C(=O)C2C31 (stereo unspecified),16,-47%,-33%,3%,-5%,-3%
CC(NC(=O)C1CCCN(C(=O)c2ccc(Cl)cc2)C1)c1cccc(C(F)(F)F)c1 (stereo unspecified),4,114%[activator],-25%,-5%,0%,/
COc1ccc(OC)c2sc(N3CCN(C(=O)c4ccc([N+](=O)[O-])s4)CC3)nc12,-12,23%,-12%,-19%,0%,/
COc1ccccc1OCCCn1c(C2CC(=O)N(c3ccc(F)cc3)C2)nc2ccccc21 (stereo unspecified),3,/,-15%,16%,/,/
COc1ccc(N2CCN(C(=O)c3cccc(N4C(=O)C5CC=CC(C)C5C4=O)c3)CC2)cc1 (stereo unspecified),-12,-14%,1%,-5%,-2%,-15%
COc1ccc(CCC(=O)Nc2cc(S(=O)(=O)N3CCOCC3)ccc2OC(C)C)cc1,-4,106%[activator],-6%,2%,-7%,/
C/C(=N/NS(=O)(=O)c1ccc(C)cc1C)c1c[nH]c2ccccc12,?,-36%,3%,?,3%,0%
COc1ccc(CC(=O)OCc2csc(CC(=O)Nc3ccc(C)cc3)n2)cc1,?,-18%,/,/,-1%,/
COC(CNC(=O)c1cc(C)nn1-c1ccccc1)OC,-11,-5%,?,0%,-12%,-1%
CCOC(=O)c1cnc2cc(C)nn2c1C,0,-13%,-3%,-4%,0%,10%
Cc1ccccc1C(=O)NC(=S)Nc1ccc(N2CCN(C(=O)c3ccccc3)CC2)cc1,22,-16%,-20%,-8%,13%,3%
CC(C)(C)OC(=O)C[C@H]1C/C=C\C[C@H](CC(=O)N(CCO)Cc2ccccc2)C(=O)NC[C@H](c2ccccc2)OC1=O,37,244%[activator],/,/,5%,/
CCCN1CCN(C(=S)Nc2ccc([N+](=O)[O-])cc2)CC1,51,-22%,-1%,-10%,-7%,-3%
CCCn1c(C2CC(=O)N(c3ccc(C)cc3)C2)nc2ccccc21 (stereo unspecified),4,30%,7%,?,-18%,/
Nc1c(-c2ccc(Cl)cc2)cnc2c(-c3ccccc3)cnn12,7,-18%,0%,1%,52%[activator],7%
COC(=O)c1cn(C(=O)c2ccco2)c2ccccc12,28,-26%,0%,?,-1%,3%
O=C(NNc1nc2ccccc2s1)c1ccccc1F,-67*,-18%,-25%,1%,35%[activator],9%
CCOC(=O)c1sc2nc(CC(=O)OC)nc(NCCN(CC)CC)c2c1C,-31,39%,-16%,2%,-18%,5%
O=C(COc1ccc(Br)cc1)Nc1nnc(C2CC2)s1,174,-14%,-2%,-7%,-5%,/
CCn1c(SCC(=O)N2CCCC2)nnc1-c1ccc(N)cc1,-9,-2%,0%,5%,10%,-4%
CN(C)C(CNS(=O)(=O)c1ccc(Cl)cc1)c1cccnc1 (stereo unspecified),9,?,-32%,-2%,5%,2%
CCN(CC)C(=O)c1ccccc1NC(=O)CN1C(=O)c2ccccc2C1=O,-14,-14%,/,-8%,7%,-1%

# Six of the compounds above, with values under each structure.
# Results follow in this order: HCMV inh | AmpC inh no detg | Sm TGR block | AmpC inh detg | AMA1-RON2 inh | Giardia FBPA inh
COc1ccccc1OCCCn1c(C2CC(=O)N(c3ccc(F)cc3)C2)nc2ccccc21 (stereo unspecified)
→ 3 | / | -15% | 16% | / | /
COc1ccc(N2CCN(C(=O)c3cccc(N4C(=O)C5CC=CC(C)C5C4=O)c3)CC2)cc1 (stereo unspecified)
→ -12 | -14% | 1% | -5% | -2% | -15%
COc1ccc(CCC(=O)Nc2cc(S(=O)(=O)N3CCOCC3)ccc2OC(C)C)cc1
→ -4 | 106%[activator] | -6% | 2% | -7% | /
C/C(=N/NS(=O)(=O)c1ccc(C)cc1C)c1c[nH]c2ccccc12
→ ? | -36% | 3% | ? | 3% | 0%
COc1ccc(CC(=O)OCc2csc(CC(=O)Nc3ccc(C)cc3)n2)cc1
→ ? | -18% | / | / | -1% | /
COC(CNC(=O)c1cc(C)nn1-c1ccccc1)OC
→ -11 | -5% | ? | 0% | -12% | -1%

# Other entries follow:
SMILES,HCMV inh,AmpC inh no detg,Sm TGR block,AmpC inh detg,AMA1-RON2 inh,Giardia FBPA inh
CCCc1c(O)nc(SCC(=O)NCCc2ccc(OC)c(OC)c2)[nH]c1=O,7,-15%,-4%,1%,2%,0%
O=C(CN1CCN(Cc2ccccc2)CC1)N1CCCc2c1c(=O)oc1ccc(O)cc21,-16,-25%,-1%,-6%,-5%,3%
CCOC(=O)C1=C(COC(=O)c2cccc(Br)c2)NC(=O)NC1C (stereo unspecified),-17,-14%,-2%,-11%,2%,/
COC(=O)c1cc(Br)c(=O)n(CCN(C(C)C)C(C)C)c1,-16,-15%,0%,-12%,2%,0%
O=C(NCc1ccccc1)C1CCCN1S(=O)(=O)c1cccc2cccnc12 (stereo unspecified),155,-15%,-19%,-6%,2%,2%
Cc1cc(N2CCN(C)CC2)nc2ccc(NC(=O)CCC(=O)NCCC(C)C)cc12,-10,-13%,-5%,5%,2%,-3%
CC(CCc1ccccc1)NC(=O)CCCCCNc1nc(=S)[nH]c2ccccc12 (stereo unspecified),/,-51%,3%,0%,/,-12%
COc1ccc(NC(=O)c2cc(-c3ccc4c(c3)OCO4)on2)cc1OC,-35,-10%,-7%,-2%,-8%,8%
COc1cccc(-c2csc(N3CCN(Cc4ccccc4)CC3)n2)c1,-20,18%,2%,?,18%,-8%
COc1ccc(NC(=O)CN(C)C(=O)Cc2c(C)nc3ccccc3c2C)cc1,-28,45%,-1%,?,-1%,/
CCc1nc(Nc2ccccc2)c2oc3ccccc3c2n1,-7,-26%,-19%,1%,0%,-23%
CNC(=O)/C=C1\NC(C)(C)Cc2ccccc21,-17,32%,12%,2%,-3%,-16%
C=CCC[C@@H](Cc1ccc(F)cc1)C(=O)OC[C@@H](NC(=O)[C@@H](CC=C)CC(=O)N(CCO)Cc1ccccc1)c1ccccc1,-101*,38%,/,/,-3%,/
Cc1cc2nc(-c3ccc(SCC(=O)N4CCc5ccccc54)nc3)[nH]c2cc1C,-22,-28%,0%,-14%,?,-4%
Cn1c(C(=O)NCCc2ccccc2)cc2sc(Cl)cc21,89,/,-4%,-8%,/,/
COc1cccc(C(=O)N(Cc2cccnc2)c2nc3c(OC)ccc(C)c3s2)c1OC,0,/,27%,-2%,/,/
Nn1c(SCc2ccccc2F)nnc1-c1ccccn1,104,-16%,17%,0%,?,3%
CCOC(=O)C1CCN(C(=O)COc2ccc3c(C)cc(=O)oc3c2)CC1,-12,-8%,-4%,-14%,12%,/
COC(=O)c1cc(N2C(=O)C3C4C=CC(CC4)C3C2=O)ccc1Cl (stereo unspecified),10,-9%,4%,-3%,0%,-3%
Cc1cc(=O)oc2cc(OCc3nnc(-c4ccccc4Br)o3)ccc12,-17,-6%,2%[11.4 µM],-5%,-8%,0%
Cc1ccc(NC(=S)/N=C(\N)Nc2nc(C)c3cc(C)c(C)cc3n2)cc1C,-21,-33%,/,-1%,72%[activator],3%
COC(=O)C(Cc1ccc(OC(=O)c2ccc(Cl)cc2)cc1)N1Cc2ccccc2C1=O (stereo unspecified),133,95%[activator],17%,2%,-4%,-4%
N#CCCN(C(=O)COC(=O)c1cccc(S(=O)(=O)N2CCCC2)c1)c1ccc(F)cc1,-75*,73%[activator],-24%,2%,17%,-10%
Cc1cc(OCC(=O)N2CCN(c3ncccn3)CC2)ccc1Cl,15,53%,5%,-8%,-7%,-10%
CCOc1ccc(C2C(C(=O)C3CC3)N3C=C(C#N)C=CC3C2(C#N)C#N)cc1 (stereo unspecified),95,-13%,0%,-11%,/,-27%
O=C(O)C(c1ccccc1)C1(O)CCCCC1 (stereo unspecified),68,-15%,-6%,-1%,-3%,3%
COc1ccc(N2CCN(CC(=O)Nc3cc(C)on3)CC2)cc1,-23,-20%,0%,-11%,?,?
CCC(C(=O)OC)n1c(-c2ccccc2)nc2ccccc2c1=O (stereo unspecified),-32,10%,/,-3%,16%,-5%
COC1c2ccccc2C(=O)N1CCc1ccc(Cl)cc1 (stereo unspecified),21,9%,1%,-11%,-20%,1%
